Myeloid diff 2 – promotes myeloid progenitor differentiation | ER-HoxA9 myeloid progenitors, lysozyme-GFP differentiation, flow cytometry | calls only at 10 µM | 1% of 360,000 active;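 active means normalized GFP-positive differentiation at or above the plate's own cutoff, the solvent-only control mean plus 3 SD; inconclusive means no clear call, values can overlap the other calls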;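 further: cells exposed to compound for four days before flow analysis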
NTR1 ag – NTR1-driven beta-arrestin-GFP spot formation – imaging, U2OS cells, high content, primary screen (AID 493036); 0.17% of 330,000 active; activation, % at 20 µM; agonist mode; P30989;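 active means activation at or above 40% of the spot to cytoplasm intensity ratio, with at least 20 cells analyzed; inconclusive means wells under 20 cells, flagged as cytotoxic or low count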;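 further: 0% = DMSO without peptide and 100% = 100 nM NTR1 peptide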
Target sequence (P30989 whole entry, looked up): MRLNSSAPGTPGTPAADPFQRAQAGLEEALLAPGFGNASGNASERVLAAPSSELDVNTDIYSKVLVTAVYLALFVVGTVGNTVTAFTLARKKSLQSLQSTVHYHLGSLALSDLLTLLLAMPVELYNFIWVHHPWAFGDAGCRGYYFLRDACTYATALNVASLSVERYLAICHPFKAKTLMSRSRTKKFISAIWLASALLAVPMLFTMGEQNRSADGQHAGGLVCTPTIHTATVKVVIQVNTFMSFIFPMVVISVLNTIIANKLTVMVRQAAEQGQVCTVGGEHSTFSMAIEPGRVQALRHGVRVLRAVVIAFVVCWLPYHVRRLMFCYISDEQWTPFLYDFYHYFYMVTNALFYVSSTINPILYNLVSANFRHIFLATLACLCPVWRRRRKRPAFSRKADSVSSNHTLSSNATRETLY
NTR1 ag cell count 20 µM – second read-out of NTR1 ag, no call of its own (marks repeat the call); cell count; measured here: cell count, cytotoxicity flag
Myeloid diff 2 GFP+ MAC1+ % – also measured in Myeloid diff 2; calls as there; GFP+ MAC1+ double positive, %; measured here: differentiation confirmed by MAC1 staining
The depositor's hits bear a star; i = inactive; u = inconclusive; x = not tested or not shown; + = active, no number.

Every second line gives: Myeloid diff 2, Myeloid diff 2 GFP+ MAC1+ %, NTR1 ag, NTR1 ag cell count 20 µM
COC(=O)[C@@]1(Cc2ccccc2)[C@H]2C(=O)N(Cc3ccccc3)C(=O)[C@H]2[C@H]2CN=C(SCc3ccc(Cl)cc3)N21
→ i, 0.8, 0.5, 78
COc1ccc(CNC(=O)C[C@H]2C[C@H](C(=O)N3CCOCC3)[C@@]3(C)c4[nH]c5cc(CCC(=O)N(C)C)ccc5c4CCN3C2=O)cc1OC
→ i, 0.5, 0.8, 63
CCOc1ccc(S(=O)(=O)N2CCN(CCNS(=O)(=O)c3ccc(C)cc3)CC2)cc1
→ i, 0.2, -1.0, 54
O=C(COC(=O)COc1ccc(Cl)cc1Cl)NC1CCCC1
→ i, 0.3, 0.0, 54
CCC1(c2ccccc2)NC(=O)N(CC(=O)NNC(=O)c2ccc(F)cc2)C1=O (stereo not drawn)
→ i, 1.0, -0.8, 57
Cc1ccc(OCC(=O)Nc2ccc(C)c(F)c2)c([N+](=O)[O-])n1
→ i, 0.4, 1.0, 67
COc1cc(OC)c(OC)cc1CNC(=O)c1cccc(S(=O)(=O)N2CCc3ccccc3C2)c1
→ i, 0.8, 1.1, 45
CCN(C(=O)CN1CCC(C)CC1)c1c(N)n(Cc2ccccc2)c(=O)[nH]c1=O
→ i, 0.9, 0.7, 64
O=S1(=O)N[C@@H](CC2CCCCC2)COc2cc(Br)ccc21
→ i, 4.5, 2.7, 58
O=C(Cc1ccc(F)cc1)N[C@@H]1c2ccccc2CC[C@@H]1O
→ i, 0.4, 0.0, 56
Cc1cc(N2CCCC2)ccc1NC(=O)COc1ccccc1
→ +, 12*, 1.5, 63
NC(=O)NC[C@@H]1CC[C@@H](Cc2ccc(-c3ccccc3)cc2)O1
→ i, 0.7, 1.0, 49
CC1(c2ccc3c(c2)OCO3)NC(=O)N(CC(=O)Nc2ccccc2[N+](=O)[O-])C1=O (stereo not drawn)
→ i, 0.7, -0.1, 62
CCCCn1c(SCC(=O)c2c(N)n(C3CC3)c(=O)[nH]c2=O)nc2cc(S(N)(=O)=O)ccc21
→ i, 0.9, -0.2, 62
O=C(COC(=O)CC1CCCC1)Nc1ccc(Cl)cc1
→ i, 0.6, -0.4, 56
COc1ccc(S(=O)(=O)N2CCc3ccccc32)cc1C(=O)NCc1ccco1
→ i, 0.9, -0.1, 67
CC(=O)Nc1cccc(C(=O)OCC(=O)N(c2ccccc2)C2CCS(=O)(=O)C2)c1 (stereo not drawn)
→ i, 0.4, -0.2, 60
Cc1noc(C)c1COc1ccc(C(=O)NCC(c2c(F)cccc2Cl)N(C)C)cc1 (stereo not drawn)
→ i, 0.7, -0.7, 66
O=C(Cn1cnc2c(NCc3ccccc3)ncnc21)NCc1ccc2c(c1)OCO2
→ i, 0.5, 0.9, 59
Cc1ccc(NC(=O)Nc2nc3ccc(S(C)(=O)=O)cc3s2)cc1
→ i, 1.0, 0.4, 66
CC1CCCC(NC(=O)CN2C(=O)NC(c3ccccc3)(c3ccccc3)C2=O)C1C (stereo not drawn)
→ i, 0.1, -0.4, 58
CC[C@]12c3[nH]c4cc(-c5ccco5)ccc4c3CCN1C(=O)[C@@H](CC(=O)NCc1ccco1)C[C@@H]2C(=O)N1CCN(C(=O)C2CC2)CC1
→ i, 0.3, 0.8, 68
O=C1c2ccccc2[C@@H]2C[C@@H](O)[C@H](Nc3cccc4ccccc34)CCN12
→ i, 0.7, 2.2, 65
COC(=O)[C@@]1(Cc2ccccc2)[C@H]2C(=O)N(Cc3ccccc3)C(=O)[C@H]2[C@H]2CN=C(SCC3CC3)N21
→ i, 0.5, 2.6, 70
COc1cccc(C(=O)OCC(=O)N2CCc3ccccc32)c1OC
→ i, 0.7, -0.6, 58
CCOC(=O)[C@H]1[C@H]2COc3ccccc3[C@@H]2N2C(=O)c3c(C)cc(C)cc3NC(=O)[C@@]12C
→ i, 1.7, -5.4, 72
CCN1C(=O)[C@H]2[C@@H](c3ccc(SC4CCCCC4)c(OC)c3)N3CCCC[C@@]3(C(=O)OC)[C@H]2C1=O
→ i, 1.8, 12, 80
COc1cc(CN2c3ccccc3C(=O)CS2(=O)=O)cc(OC)c1
→ i, 3.0, -0.2, 52
CC(C)N(Cc1ccccc1)C(=O)COC(=O)C1CCN(c2ccc(C(F)(F)F)cn2)CC1
→ i, 0.6, 9.1, 73
CCN(C(=O)COC(=O)c1ccc2ccccc2n1)c1c(N)n(Cc2ccccc2)c(=O)[nH]c1=O
→ i, 1.7, 0.6, 65
COc1ccc2[nH]c3c(c2c1)CCN1C(=O)C(CC(=O)NC/C=C(\C)CCC=C(C)C)C[C@H](C(=O)N(C(C)C)C(C)C)[C@@]31C (stereo partly drawn)
→ i, 0.7, 23, 47
Cc1cc(CNC(=O)C2(C(F)(F)F)CC(CCCO)CCCO2)nn1C (stereo not drawn)
→ i, 1.3, -0.8, 62
COc1ccc(Cl)cc1NC(=O)CSc1nnc(C2CC2)n1N
→ i, 0.4, -0.6, 67
CC[C@]12c3[nH]c4ccc(Cl)cc4c3CCN1C(=O)[C@@H](CC(=O)NCCN1CCOCC1)C[C@@H]2C(=O)N1CCN(C(=O)C2CC2)CC1
→ i, 1.2, 0.7, 68
COc1ccc(Cl)cc1NC(=O)CN(C)CC(=O)Nc1cccc(S(=O)(=O)N2CCCC2)c1
→ i, 0.5, 2.3, 76
CC(C(=O)Nc1ccc2c(c1)OCCO2)N(C)CC(=O)Nc1ccccc1Br (stereo not drawn)
→ i, 1.0, 0.2, 72
CC(C)=CCC/C(C)=C/CNC(=O)C[C@H]1C[C@H](C(=O)N2CCOCC2)[C@@]2(C)c3[nH]c4ccc(Cl)cc4c3CCN2C1=O
→ i, 0.2, 11, 64
Cc1ccc(C)c(NC(=O)COC(=O)c2cc(=O)c3ccccc3o2)c1
→ i, 1.1, -1.0, 69
Cc1ccc(S(=O)(=O)N(Cc2ccc([N+](=O)[O-])cc2)C(=O)N2CCN(C)CC2)cc1
→ i, 1.0, 0.5, 88
O=C(O)C1Nc2ccc(C(F)(F)F)cc2C2OCCC12 (stereo not drawn)
→ i, 1.6, 0.3, 49
CSCCC(NC(=O)c1ccc(Cl)cc1Cl)C(=O)N1CCCCCCC1 (stereo not drawn)
→ i, 1.1, 0.5, 56
CCN(CC)C(=O)[C@H]1CC(CC(=O)NCc2cccc(C(F)(F)F)c2)C(=O)N2CCc3c([nH]c4ccc(OC)cc34)[C@]12C (stereo partly drawn)
→ i, 0.8, 3.7, 58
O=C1c2ccccc2[C@@H]2C[C@H]3O[C@H]3CCN12
→ i, 2.2, 0.7, 33
Cc1ccc(C)c(C(=O)CN2C(=O)NC3(CCCCCC3)C2=O)c1
→ i, 0.6, 1.4, 65
CC(C)N(C(=O)[C@H]1C[C@H](CC(=O)NCCCn2ccnc2)C(=O)N2CCc3c([nH]c4cc(-c5ccco5)ccc34)[C@]12C)C(C)C
→ i, 0.4, 3.3, 42
O=C(CCNS(=O)(=O)c1ccc2ccccc2c1)NCCOc1ccccc1
→ i, 1.0, -0.4, 58
CCOC(=O)[C@H]1[C@H]2COc3ccc(Cl)cc3[C@@H]2N2C(=O)c3cc(Br)ccc3NC(=O)[C@@]12C
→ i, 0.5, 3.5, 92
O=C(COC(=O)c1ccc(Cl)nc1)Nc1ccc(Cl)cc1
→ i, 0.9, -0.4, 46
CC(=O)N1CCN(S(=O)(=O)c2cccc(C(=O)OCc3ccc(C(C)(C)C)cc3)c2)CC1
→ i, 0.5, 4.7, 63
Cc1ccc(S(=O)(=O)N2C[C@@H]3[C@H]4CC[C@H](C4)[C@@H]3[C@@H](C)[C@H]2C#N)cc1
→ i, 0.6, 4.3, 54

Next entries follow.
Every second line gives: Myeloid diff 2, Myeloid diff 2 GFP+ MAC1+ %, NTR1 ag, NTR1 ag cell count 20 µM
O=C1OCCN1C(=O)[C@H]1[C@H](c2ccccc2)C(c2ccccc2)=NN1c1ccc(Br)cc1
→ i, 0.8, 6.1, 52
O=C1N[C@H]2CC=C[C@H]2N(Cc2cccs2)c2ccccc21
→ i, 3.0, 5.4, 65
COc1cccc(CNC(=O)c2ccc(S(=O)(=O)N3CCOCC3)cc2)c1
→ i, 0.5, -1.8, 71
Cc1ccc(NCC(=O)N2CCN(S(=O)(=O)c3ccccc3)CC2)cc1F
→ i, 0.6, -1.8, 71
CCOC(=O)C1=CN(Cc2ccco2)S(=O)(=O)N(CC)C1c1ccc(F)c(Cl)c1 (stereo not drawn)
→ i, 0.6, 0.6, 60
CCOC(=O)[C@H]1[C@H]2COc3ccc(OC)cc3[C@@H]2N2C(=O)c3ccc(Cl)cc3NC(=O)[C@@]12C
→ i, 1.3, -2.9, 86
CC1CCCN(S(=O)(=O)c2ccc(C(=O)NC(C)c3ccccc3)cc2)C1 (stereo not drawn)
→ i, 2.1, 0.4, 69
CN1CC(COCc2ccccc2)Oc2ccccc2S1(=O)=O (stereo not drawn)
→ i, 1.0, -0.9, 49
Cc1cc(=O)oc2cc(OCC(=O)NC3(C#N)CCCCC3)c(Cl)cc12
→ i, 1.1, 1.5, 49
COc1ccc(C(=O)NCCCN2CCN(CCCNC(=O)c3ccc(OC)c(OC)c3)CC2)cc1OC
→ i, 1.0, 3.3, 68
CN(C)C(=O)c1ccc(NC(=O)COc2cccc3c2OC(C)(C)C3)cc1
→ i, 1.1, -0.5, 66
COC(C[C@@H](O)C[C@@H](O)[C@@H](C)OCc1ccccc1)OC
→ i, 1.0, -1.2, 49
CCCc1nnc(NC(=O)c2oc3ccccc3c2COCC)s1
→ i, 0.7, 1.5, 58
C=CCOc1ccc(/C=C/C(=O)N2CCCN(S(=O)(=O)c3c(C)noc3C)CC2)cc1
→ i, 0.1, 0.1, 47
CCCn1c(N)c(N(CCOC)C(=O)c2c(CC)noc2C)c(=O)[nH]c1=O
→ i, 0.4, 1.5, 55
CCN(CC)S(=O)(=O)c1ccc(N2CC(C(=O)NCCc3c[nH]c4ccccc34)CC2=O)cc1 (stereo not drawn)
→ i, 0.5, -0.6, 70
COc1ccccc1C(=O)OCC(=O)NC12CC3CC(CC(C3)C1)C2
→ i, 0.1, 1.4, 62
COc1ccc2[nH]c3c(c2c1)CCN1C(=O)C(CC(=O)NCCc2ccccn2)C[C@H](C(=O)N2CCOCC2)[C@@]31C (stereo partly drawn)
→ i, 2.1, 5.0, 47
OC[C@@H]1[C@@H](c2ccc(F)cc2)C(c2ccccc2)=NN1c1ccccc1
→ u, x, 6.9, 58
Cc1cc(=O)oc2cc(OCC(=O)Nc3ccc(F)cc3F)ccc12
→ i, 0.5, 2.1, 56
COC(C[C@H]1O[C@H]1C(=O)[C@@H](C)OCc1ccccc1)OC
→ i, 1.6, -1.1, 38
CCN1C(=O)[C@H]2[C@H]3CN=C(SCC4CC4)N3[C@@](CC)(C(=O)OC)[C@H]2C1=O
→ i, 1.4, 0.7, 61
O=C(COC(=O)C1CCN(c2ccc(C(F)(F)F)cn2)CC1)NCc1cccc(Cl)c1
→ i, 0.9, 6.4, 43
Cc1ccc(-c2nn(-c3ccc(F)cc3)cc2C(=O)NCCCN2CCCC2=O)cc1
→ i, 0.6, 1.5, 48
CC1CCc2ccccc2N1CC(=O)Nc1cccc(S(=O)(=O)N2CCCC2)c1 (stereo not drawn)
→ i, 1.0, 0.4, 63
CCOC(=O)c1ccc(-c2ccc(-c3cc(=O)oc4cc(OC)c(OC)c(OC)c34)cc2)cc1
→ i, 1.3, 3.5, 65
CCCCC1=CC2=CC(=O)C(C)(OC(=O)c3cccs3)C(=O)C2=CO1 (stereo not drawn)
→ i, 1.6, -1.3, 90
CCN(CC)C(=O)[C@H]1C[C@H](CC(=O)NC/C=C(\C)CCC=C(C)C)C(=O)N2CCc3c([nH]c4cc(-c5ccco5)ccc34)[C@]12C
→ i, 0.7, 2.6, 57
CCN1C(=O)[C@H]2[C@@H](c3ccc(-c4ccc(F)cc4)cc3)N[C@@](CC(C)C)(C(=O)OC)[C@H]2C1=O
→ i, 1.3, 3.2, 70
Cc1ccccc1NC(=O)CSc1nc2[nH]c(=O)cc(O)c2s1
→ i, 0.6, -0.8, 72

4 entries out of the list, arranged by molar mass, largest number first:
Every second line gives: Myeloid diff 2, Myeloid diff 2 GFP+ MAC1+ %, NTR1 ag, NTR1 ag cell count 20 µM
CCOC(=O)c1ccc(-c2ccc(-c3cc(=O)oc4cc(OC)c(OC)c(OC)c34)cc2)cc1
→ i, 1.3, 3.5, 65
CCN1C(=O)[C@H]2[C@@H](c3ccc(-c4ccc(F)cc4)cc3)N[C@@](CC(C)C)(C(=O)OC)[C@H]2C1=O
→ i, 1.3, 3.2, 70
CCN1C(=O)[C@H]2[C@H]3CN=C(SCC4CC4)N3[C@@](CC)(C(=O)OC)[C@H]2C1=O
→ i, 1.4, 0.7, 61
Cc1ccccc1NC(=O)CSc1nc2[nH]c(=O)cc(O)c2s1
→ i, 0.6, -0.8, 72

Additional structures.
Every second line gives: Myeloid diff 2, Myeloid diff 2 GFP+ MAC1+ %, NTR1 ag, NTR1 ag cell count 20 µM
Cc1ccc2c(CN3CCN(S(=O)(=O)c4ccc(Cl)cc4)CC3)cc(=O)oc2c1C
→ i, 0.3, -0.7, 69
CN(Cc1ccc(C(C)(C)C)cc1)C(=O)c1ccc2c(c1)OCO2
→ i, 1.3, 0.7, 78
CCOc1ccc2oc(C(=O)OCC(=O)NCC3CCCO3)c(C)c2c1 (stereo not drawn)
→ i, 0.7, 1.7, 65
CCN1C(=O)[C@H]2[C@H]3CN=C(SCc4ccc(C#N)cc4)N3[C@@](Cc3ccccc3)(C(=O)OC)[C@H]2C1=O
→ i, 1.2, 1.7, 75
COc1ccc(CCNC(=O)COc2cccc(-n3cnnn3)c2)cc1
→ i, 1.1, 0.2, 53

Some of the compounds tested; count on the stated rates, not on these rows.
